Screening results: PubChem, Vanderbilt High Throughput Screening Facility
Cav32 inh = Cav3.2 calcium influx blockers – cell-based, Fluo-4 calcium fluorescence, FDSS, MLSMR library, primary screen | 4% of 100,000 active | Cav3.2-expressing cells; active compounds read low | B-score at 10 µM | Voltage-dependent T-type calcium channel subunit alpha-1H (Homo sapiens), O95180;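 active means single-dose well whose peak fluorescence ratio is a statistical outlier from its plate by either plate-standardised score or position-corrected B-score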
Target sequence (O95180 whole entry, looked up): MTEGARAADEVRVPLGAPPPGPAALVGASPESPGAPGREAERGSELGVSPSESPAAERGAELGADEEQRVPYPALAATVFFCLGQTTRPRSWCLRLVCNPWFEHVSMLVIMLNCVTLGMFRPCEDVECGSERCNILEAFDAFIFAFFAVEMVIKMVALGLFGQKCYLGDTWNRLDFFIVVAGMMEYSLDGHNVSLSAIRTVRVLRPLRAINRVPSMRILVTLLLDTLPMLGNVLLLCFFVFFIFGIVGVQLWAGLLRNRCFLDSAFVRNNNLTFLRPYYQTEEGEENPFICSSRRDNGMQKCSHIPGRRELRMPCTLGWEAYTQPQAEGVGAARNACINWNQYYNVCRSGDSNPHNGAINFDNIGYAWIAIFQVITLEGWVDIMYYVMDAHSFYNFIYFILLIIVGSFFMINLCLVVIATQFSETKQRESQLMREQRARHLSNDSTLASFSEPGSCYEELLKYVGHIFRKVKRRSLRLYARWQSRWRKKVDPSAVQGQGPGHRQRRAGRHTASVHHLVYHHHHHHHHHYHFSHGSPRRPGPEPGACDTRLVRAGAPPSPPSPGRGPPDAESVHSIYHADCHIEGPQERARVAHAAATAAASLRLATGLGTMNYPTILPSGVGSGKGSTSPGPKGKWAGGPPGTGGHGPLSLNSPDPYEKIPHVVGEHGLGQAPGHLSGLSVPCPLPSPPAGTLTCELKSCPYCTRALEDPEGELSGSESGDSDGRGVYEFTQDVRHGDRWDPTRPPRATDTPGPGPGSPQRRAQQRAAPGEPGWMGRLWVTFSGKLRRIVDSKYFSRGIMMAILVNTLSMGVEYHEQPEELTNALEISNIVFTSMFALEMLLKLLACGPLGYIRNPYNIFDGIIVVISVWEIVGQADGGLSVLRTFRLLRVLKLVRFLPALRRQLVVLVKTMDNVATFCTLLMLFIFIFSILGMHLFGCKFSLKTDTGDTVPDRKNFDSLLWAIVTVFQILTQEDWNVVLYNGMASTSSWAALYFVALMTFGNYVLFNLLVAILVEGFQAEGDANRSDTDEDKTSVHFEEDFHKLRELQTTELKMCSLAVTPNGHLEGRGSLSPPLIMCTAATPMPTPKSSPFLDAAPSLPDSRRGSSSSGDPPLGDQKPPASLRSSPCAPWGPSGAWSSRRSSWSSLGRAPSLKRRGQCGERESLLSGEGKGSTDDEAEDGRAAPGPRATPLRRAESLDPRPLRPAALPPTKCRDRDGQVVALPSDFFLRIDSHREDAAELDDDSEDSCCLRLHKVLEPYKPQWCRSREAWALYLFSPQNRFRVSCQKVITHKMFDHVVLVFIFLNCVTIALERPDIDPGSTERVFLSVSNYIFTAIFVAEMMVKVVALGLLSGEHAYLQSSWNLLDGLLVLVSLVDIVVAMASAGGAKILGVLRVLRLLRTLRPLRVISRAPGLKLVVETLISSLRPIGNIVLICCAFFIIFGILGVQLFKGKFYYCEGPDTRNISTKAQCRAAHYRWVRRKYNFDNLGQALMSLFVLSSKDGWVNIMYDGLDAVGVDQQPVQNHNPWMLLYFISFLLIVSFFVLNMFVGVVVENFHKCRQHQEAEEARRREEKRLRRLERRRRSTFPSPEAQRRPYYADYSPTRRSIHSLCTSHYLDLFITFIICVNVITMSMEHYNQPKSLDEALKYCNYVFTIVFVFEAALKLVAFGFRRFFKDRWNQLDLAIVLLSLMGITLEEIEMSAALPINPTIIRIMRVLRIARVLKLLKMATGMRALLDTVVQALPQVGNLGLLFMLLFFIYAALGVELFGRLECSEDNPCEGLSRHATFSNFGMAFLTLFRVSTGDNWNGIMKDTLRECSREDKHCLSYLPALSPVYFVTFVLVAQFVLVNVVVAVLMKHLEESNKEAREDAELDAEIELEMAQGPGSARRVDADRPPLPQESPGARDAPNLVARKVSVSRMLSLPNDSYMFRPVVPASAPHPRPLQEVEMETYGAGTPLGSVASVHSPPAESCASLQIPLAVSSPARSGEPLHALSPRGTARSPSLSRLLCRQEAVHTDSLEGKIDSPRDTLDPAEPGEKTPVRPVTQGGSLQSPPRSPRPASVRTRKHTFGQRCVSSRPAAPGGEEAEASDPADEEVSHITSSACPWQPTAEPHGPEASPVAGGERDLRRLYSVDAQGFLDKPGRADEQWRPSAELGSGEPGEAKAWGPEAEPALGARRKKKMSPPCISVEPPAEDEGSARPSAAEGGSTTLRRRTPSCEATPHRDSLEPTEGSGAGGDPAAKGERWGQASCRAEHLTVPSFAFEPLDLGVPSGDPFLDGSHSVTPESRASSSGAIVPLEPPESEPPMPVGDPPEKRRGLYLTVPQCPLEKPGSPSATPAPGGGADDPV
An asterisk follows results filed as active.

SMILES	Cav32 inh
Cc1ccc(S(=O)(=O)Nc2cccc(NC(=O)CN3CCCCC3)c2)cc1	0.7
COC(=O)c1sc2ccccc2c1NC(=O)c1cccs1	-0.87
NC(=O)CC(NC(=O)c1cccc(Br)c1)c1ccc(NCCN2CCOCC2)c([N+](=O)[O-])c1 (configuration not stated)	0.61
COC(=O)c1noc(-c2ccc(OC)cc2)n1	0.64
COc1cccc(-c2nc(-c3ccc(C(=O)O)cc3)no2)c1	-2.2
O=C(COC(=O)CNC(=O)c1ccco1)NCCN1C(=O)CSC1=O	0.69
Cc1ccnc(NS(=O)(=O)c2ccc(NC(=O)C3CCCNC3=O)cc2)n1 (configuration not stated)	-0.096
CC1CCC(n2c(=S)[nH]c3ccccc3c2=O)CC1 (configuration not stated)	-0.26
Cc1ccc(NC(=O)CS(=O)CC(=O)N(C2CCCC2)C(C)C(=O)NC2CCCCC2)cc1 (configuration not stated)	-0.19
CCC(=O)NC1(C(F)(F)F)C(=O)NC(C)=C1C#N (configuration not stated)	-0.0036
CCOC(=O)N1C2=NC(C(=O)OC)=C(C(=O)OC)[C@@H]3N(Cc4ccccc4)c4ccccc4[C@]23C[C@H]1C(=O)OC	-0.13
Cc1ccc(CO/N=C/C2=C(Cl)c3ccccc3CC2)cc1	-0.71
COc1ccc(C)cc1S(=O)(=O)N(CC(=O)Nc1ccc2c(c1)OCCO2)Cc1ccccc1	-4.4
Cc1nn(C)c(C)c1CN(C)C(=O)CCCC(=O)O	0.59
CCC1=C(OC(=O)N(CC)CC)N2C(=O)OC(=NCC3CC3)[C@]2(Cc2ccccc2)[C@H]2C1=CC[C@H]1C(=O)NC(=O)[C@H]12	-0.86
CCOC(=O)Cc1c(C)[nH]c(=S)[nH]c1=O	-0.28
CS(=O)(=O)N1CCC(C(=O)Nc2ccc(Oc3ccccc3)cc2)CC1	0.092
Cc1ccnc2nc(C(=O)OCC(=O)Nc3ccc4c(c3)OC(F)(F)O4)nn12	0.4
Cc1ccc(-c2nc3cccnc3o2)cc1NC(=O)COc1ccc(C(C)(C)C)cc1	-0.79
COC(=O)C1=C(C)N(C2CCCCC2)C(=O)C1	0.00031
C=CCNCCOCCOc1ccc(C)cc1[N+](=O)[O-]	0.88
COc1ccc(S(=O)(=O)Nc2nc3ccccc3s2)cc1	-1.5
COc1cc2c(cc1OC)C1=C(C#N)CN(C3CCCCC3)CN1CC2	-0.048
Nc1nc(CN2CCN(c3ccccc3F)CC2)nc(Nc2ccc3c(c2)OCCO3)n1	0.13
COc1ccc(C(=O)NCS(=O)(=O)c2ccc(C)cc2)cc1	-0.65
CCCOc1ccc(N2C(=O)CC(NCCc3ccc(S(N)(=O)=O)cc3)C2=O)cc1 (configuration not stated)	-0.074
CCOc1cccc(CNCCNC(=O)c2nonc2N)c1	0.26
Cc1nn(C(C)C(=O)Nc2ccc(Cl)cn2)c(C)c1[N+](=O)[O-] (configuration not stated)	0.52
CCOC(=O)CN(C(=O)CSc1nnc(CNc2ccc(F)cc2)n1C)c1ccccc1	0.17
CCCNC(=O)c1ccc(Cl)c(Cl)c1	0.17
COc1ccc(Cl)cc1C(=O)CSc1nc(N)cc(N)n1	-1.4
O=C(O)CSCC(=O)NCc1ccccc1	0.13
CCOc1ccc(-n2cnnn2)cc1S(=O)(=O)N1CCCCC1	1.5
CN(C)c1ccc(/C=C(/NC(=O)c2ccccc2)C(=O)N/N=C/c2ccc([N+](=O)[O-])c(O)c2)cc1	-1.4
Cc1cc(C)cc(NC(=O)CSc2nnc(Cc3cccn3C)n2-c2ccc(F)cc2)c1	-13*
CC(C)[C@H](NS(=O)(=O)c1ccccc1)C(=O)OCn1nnc2ccccc2c1=O	-0.35
Cc1nc(N2CCN(C(=O)c3ccco3)CC2)c2oc3ccccc3c2n1	-1
O=C(CSc1nncc2ccccc12)N1CCOCC1	0.5
COc1ccc(-c2[nH]nc3c2C(c2ccccc2OC(=O)N2CCOCC2)C(C#N)=C(N)O3)cc1 (configuration not stated)	0.19
Cc1ccc(NC(=O)/C(=C/c2cccc([N+](=O)[O-])c2)NC(=O)C2CCCCC2)cc1	-0.47
CN1CCN(C(=O)C2CC(c3c(F)cccc3Cl)=NO2)CC1 (configuration not stated)	0.29
COC(=O)c1ccc(C(=O)OC)c(NC(=O)Nc2ccc3c(c2)OCO3)c1	-0.39
COC(=O)c1onc(-c2ccccc2)c1C(=O)OC	0.67
Nc1nc(-c2ccc(Cl)cc2)nn1C(=O)c1cccnc1	0.23
COc1ccc(C(=O)OCC(=O)c2ccc(C3CCCCC3)cc2)cc1	-0.19
Cc1ccc2c(c1)NC(=O)C(CC(=O)O)O2 (configuration not stated)	-2.7
O=C1C2C3CCCC3=C3CCCC3C2C(=O)N1c1ccccc1 (configuration not stated)	0.00037
CC1=C(C(=O)NC(C)c2ccc3c(c2)OCCO3)C2(CCC(C)CC2)OC1=O (configuration not stated)	-0.016
FC(F)(F)c1cc(CCN2C(=S)NC[C@@H]2c2ccccc2)cc(C(F)(F)F)c1	-0.86
S=C(Nc1ccccc1Cl)Nc1ccc(Cl)cc1Cl	-1
CC(C)Cc1nnc(NC(=O)CSc2ccccn2)s1	-0.72
CCn1cnc2sc(C(=O)N(Cc3ccc(N(C)C)cc3)Cc3ccco3)c(C)c2c1=O	-3.9
CCCOc1ccc(-c2nnn(CC(=O)c3c[nH]c4ccccc34)n2)cc1	-0.059
O=c1cc(-c2cccc(F)c2)[nH]c2ccccc12	0.72
CC(=O)N1CCC2(CC1)CC(=O)c1cc(OCC(=O)NCc3ccc(C)cc3)ccc1O2	1.4
Cc1cc(NCCN2CCCCC2)n2c(nc3ccccc32)c1C#N	1.8
N#Cc1cc(-c2ccccc2)oc1NC(=O)c1ccco1	1.1
Cc1c(N(C)C(=O)c2ccc3c(c2)OCO3)c(=O)n(-c2ccccc2)n1C	0.14
O=C(CCN1C(=O)C2C3C=CC(C3)C2C1=O)Nc1ccc2c(c1)OCO2 (configuration not stated)	-0.21
COc1ccc(C(=O)CCN2CCCCCC2)cc1	1.2
(list continues)
SMILES	Cav32 inh
COc1ccc(CC(=O)Nc2cc(C)on2)cc1	1.3
CCCSc1nc(C)cc(C)c1C(N)=O	-0.67
COc1cc(NC2c3ccccc3C(=O)N2c2ccc(C)cn2)cc(OC)c1OC (configuration not stated)	0.0012
Cn1c(CCC(=O)Nc2ccc(N3CCOCC3)cc2)nc(=O)c2ccccc21	1.6
CCOc1ccc(S(=O)(=O)N2CCN(Cc3ccccc3)CC2)c2cccnc12	-0.39
Cc1cc(C)n(CC2CC(=O)N(c3ccc(F)c(Cl)c3)C2=O)n1 (configuration not stated)	0.54
CCOC(=O)N1CCC(NC(=O)c2cc(C)c3c(C)nn(-c4ccccc4)c3n2)CC1	0.65
Cn1cc(S(=O)(=O)Nc2ccc(F)cc2F)c(=O)n(C)c1=O	0.94
Cc1cc(Cl)c(S(=O)(=O)Nc2ccc(Cl)cn2)cc1OCC(N)=O	0.66
CCOC(=O)c1c(NS(=O)(=O)c2cccc(OC)c2)sc2c1CCC2	-3.9
O=C(NC12CC3CC(CC(C3)C1)C2)C1=COCCO1	0.17
c1ccc2c(c1)CC1(CCCCC1)n1nnnc1-2	0.17
Cc1cccc(N2CCN(c3ccc(NC(=O)/C=C(/C(=O)O)c4ccccc4)cc3)CC2)c1	-0.87
Cc1ccc(NS(=O)(=O)c2cc(C(=O)O)ccc2Cl)cc1	-0.36
Cc1c(C(=O)NC(C)C)sc2ncn(CC(=O)N3CCC(C)CC3)c(=O)c12	1.3
Cc1cc(C(=O)OCC(=O)c2ccc3c(c2)NC(=O)CO3)c2ccccc2n1	-0.69
CC(=O)C1(O)C(C)CC2C3CCC4CC(O)CCC4(C)C3=CCC21C (configuration not stated)	-0.83
COC(=O)c1cc(-c2c(C)oc3cc(OC)ccc3c2=O)c(C)o1	-0.25
Cc1cc(C)cc(-n2nc(C)cc2N)c1	0.073
O=C(Cn1cc2c(n1)CCCC2)NCCCN1CCCC1	0.91
Cc1c(Br)c(C(F)(F)F)nn1CC(=O)N1CCCC1	0.44
CCSc1nc2c(cnn2-c2ccc(C)c(C)c2)c(=O)[nH]1	0.0083
CCOC(=O)c1cn(-c2ccccc2)nc1-c1cccnc1	-0.18
CCCc1cc(=O)[nH]c(SCC(=O)OCc2ccccc2)n1	0.0095
CC(CN1CCCC(C(N)=O)C1)c1ccccc1 (configuration not stated)	0.53
Cc1ccnc(SCCn2c(N3CCC(C)CC3)nc3c2c(=O)[nH]c(=O)n3C)n1	0.01
COc1ccc(NC(=O)c2cn(-c3ccccc3)nc2-c2cc3ccccc3o2)cc1	-0.44
O=C(O)c1cccc(CSc2nnc(Cc3ccccc3)o2)c1	0.81
COc1ccccc1NC1SC(=O)N(c2ccccc2)C1=O (configuration not stated)	-0.44
CC(=O)N1CCN=C1SCc1ccc(F)cc1	0.45
COc1ccc(N(CC(=O)NCc2cccs2)S(=O)(=O)c2c(C)n[nH]c2C)cc1	-0.48
CCC1CCC2(CC1)NNC(=S)NN2	-3
C=CCOc1c(CNc2ccc(C(=O)O)cc2)cccc1OCC	0.0093
Clc1cccc(-c2nc(NCc3cccnc3)c3ccccc3n2)c1	-0.83
CCOC(=O)N1CCN(C(=O)COc2ccc(S(=O)(=O)NC3CCCCC3)cc2C)CC1	0.45
O=C(CCN1CCCC1)Nc1ccc(Br)cc1	1.1
CC1CN(CCCOc2ccccc2[N+](=O)[O-])CC(C)O1 (configuration not stated)	1.4
COc1ccc(C2C(C(=O)NCc3cccnc3)c3cc(OC)c(OC)cc3C(=O)N2C)cc1 (configuration not stated)	0.52
CCOC(=O)CSC1=C(C#N)C(=O)NC(c2ccc(OC)c(OC)c2)S1 (configuration not stated)	1.2
Cc1cc(C)nc(SCc2nnc(SCC(=O)Nc3ccc(C)c(C)c3)o2)n1	-1.9
COC(=O)c1sc2nc(CN3CCOCC3)nc(N3CCOCC3)c2c1C	1.4
CCOC(=O)c1cccc(NC(=O)c2ccco2)c1	0.24
COc1ccc(NC(=O)CCCCC#Cc2ccccc2)cc1	-0.82
C1CCN=C(Nc2nn[nH]n2)CC1	-0.77
COc1ccccc1NC(=O)CN1CCN(CC(=O)Nc2ccc(Cl)c(C(F)(F)F)c2)CC1	-11*
CCN(CCNC(=O)Nc1ccc(Cl)cc1)c1ccccc1	-2.1
O=C(Cn1cnc2ccccc2c1=O)Nc1ccc(-c2nnc3n2CCCCC3)cc1	1.9
CCc1cccc(NC(=O)CSC2=NS(=O)(=O)c3ccccc32)c1	-5.4*
CCOc1ccc(S(=O)(=O)N(C)c2ccc(OCC(=O)Nc3ccc4[nH]c(=O)[nH]c4c3)cc2)cc1	0.28
Cc1nn2c(-c3ccncc3)nnc2c2ccccc12	1.7
C=CCOC(=O)/C(=C\c1cccc2ccccc12)NC(=O)c1ccccc1	-5.2*
COc1ccc2c(c1)N1CCN=C1N2C	0.38
CCc1nnc(SCc2cccc(F)c2)nc1CC	-2.5
O=C(O)CCCNC(=O)OCc1ccccc1	-0.039
COc1ccc(N2C(=O)CCC(C(=O)NCc3ccccn3)C2c2ccc(OC)c(OC)c2)cc1 (configuration not stated)	0.7
Cc1ccc(NC(=O)N2CCN(c3ccccn3)CC2)cc1	0.43
CC(C)(C)OC(=O)N[C@@H](Cc1ccccc1)c1nnc(S(=O)(=O)Cc2ccccc2)o1	1.8
Cc1ccc(-c2noc(-c3ccccc3C(=O)NCC3CCCO3)n2)cc1 (configuration not stated)	-0.38
COc1ccc(N(CC(=O)NCc2ccccc2)S(=O)(=O)c2c(C)nn(C)c2C)cc1	0.54
CC(C)(C)c1nn(-c2ccccc2)c2[nH]c(=O)c(CNc3ccc4c(c3)OCCO4)cc12	-0.094
(next part)
SMILES	Cav32 inh
CCOC(=O)C1=NN(C(=O)c2ccc(C)cc2)C(O)(c2ccc(Cl)cc2)C1 (configuration not stated)	-6.3*
COc1ccc(C(=O)/C=C/Nc2ccccn2)cc1	-0.45
COC(=O)c1cc(-c2ccc(OC)c(OC)c2)on1	-0.06
COc1cccc(-c2nnc(-c3ccc(C)o3)o2)c1	-2.7
CC1Cc2nc(SCC(=O)Nc3ccc4c(c3)OCO4)n(Cc3ccccc3)c(=O)c2S1 (configuration not stated)	-3.4
O=C(CSc1nc2ccccc2s1)CSc1nc2ccccc2s1	-0.062
CCOC(=O)C1CCN(Cc2ccc(OC)c(C)c2OC)CC1	0.22
Cc1cc2nncn2c(Cc2ccccc2)n1	0.041
CCCCCC(=O)N1CC2(CC(c3cccc(NC(=O)[C@@H]4CCC(=O)N4)c3)=NO2)C[C@@H]1C(N)=O (some centres not stated)	-0.007
CCOC(=O)CS(=O)(=O)c1ccccc1	0.61
O=C(NCCCn1ccnc1)c1ccc(Br)o1	0.91
c1cncc(-c2noc(CC3CCCCC3)n2)c1	-0.91

This is a subset, so the mix of outcomes need not match the whole.
